KOR beta-arrestin-1: KOR agonists, beta-arrestin recruitment, primary screen, cell-based, luminescence, uHTS (AID 1777); activation, % at 10 µM, or EC50 in µM where a hit was titrated; KOR beta-arrestin recruitment, luminescence; higher % means a stronger effect; Kappa-type opioid receptor (Homo sapiens); 280,000 tested, 0.02% active; in the data active = activation above about 50%, passing the limit was not always enough; note: a part of the inactive calls stands beside numbers as strong as those of hits
HEK293 NOD2/NF-kB: NOD2 signaling inhibitors, cell-based, luminescence, uHTS, HEK293 (AID 1566); HEK293 NOD2/NF-kB luciferase reporter, luminescence; higher % means a stronger effect; 290,000 tested, 0.63% active; inhibition, % at 4 µM; hits with a dose series show EC50 in µM; note: many of its hits are not listed in these tables
KOR beta-arrestin-2: KOR antagonists, beta-arrestin recruitment, cell-based, luminescence, uHTS (AID 1778). Kappa-type opioid receptor (Homo sapiens). inhibition, % at 10 µM, or IC50 in µM where a hit was titrated. KOR beta-arrestin recruitment, luminescence, antagonist mode; higher % means a stronger effect. 290,000 tested, 0.091% active; note: strong numbers were not always called active
TNAP activation fold: human TNAP enzyme activators, primary screen, biochemical, luminescent, no phosphate acceptor, uHTS (AID 1001); purified TNAP, luminescent activation assay, no phosphate acceptor; higher activation fold means a stronger effect; one-dose activation fold at 20 µM; EC50 in µM for titrated hits; 200,000 tested, 0.03% active; in the data active = activation fold from about 3, or a potency from the dose series; inactive = the rest, 99 in 100 with activation fold below about 1.6; note: many of its hits are not listed in these tables
NOD1 inhibition: NOD1 signaling inhibitors, primary screen, cell-based, luminescence, uHTS (AID 1578). NOD1-driven NF-kB luciferase reporter cells, luminescence; higher % means a stronger effect. inhibition, % at 4 µM; hits with a dose series show EC50 in µM. 290,000 tested, 1% active; in the data active = inhibition mostly above about 36%, no sharp cut-off; inactive = mostly below about 34%;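 note: HEK-293T reporter cells stimulated with the NOD1 agonist gamma-tri-DAP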
PMI inhibitors: inhibitors of human PMI, primary screen, biochemical, fluorescence intensity, coupled assay (AID 1209); purified PMI enzyme, coupled fluorescence intensity; higher % means a stronger effect; 190,000 tested, 0.42% active; one-dose inhibition, % at 20 µM; IC50 in µM for titrated hits; Mannose-6-phosphate isomerase (Homo sapiens);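 note: plate controls were DMSO vehicle for no effect and wells lacking substrate for full effect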
LYP inhibition: inhibitors of LYP phosphatase, biochemical, fluorescence intensity, uHTS (AID 1779) | one-dose inhibition, % at 11.5 µM; IC50 in µM for titrated hits | recombinant LYP phosphatase, fluorescence intensity; higher % means a stronger effect | Tyrosine-protein phosphatase non-receptor type 22 (Homo sapiens) | 290,000 tested, 0.054% active;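 note: plate controls were vehicle with enzyme for no effect and no enzyme for full effect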
PMI inhibition: human PMI inhibitors, high substrate, primary screen, biochemical, fluorescence intensity, high mannose 6-phosphate (AID 1220) | one-dose inhibition, % at 20 µM; IC50 in µM for titrated hits | 190,000 tested, 0.66% active | recombinant PMI enzyme, coupled fluorescence intensity; higher % means a stronger effect
XIAP antagonists: XIAP antagonists, biochemical, IAP family, fluorescence polarization (AID 1018) | E3 ubiquitin-protein ligase XIAP (Homo sapiens) | XIAP BIR domain, fluorescence polarization peptide displacement; higher % means a stronger effect | displacement, % at 20 µM; hits with a dose series show IC50 in µM | 200,000 tested, 0.007% active; in the data active = displacement above about 50%; note: a part of the inactive calls stands beside numbers as strong as those of hits
* marks the source's active call; other numbers are inactive results; / = no result given; & = joins results of further samples; [ ] = another dose, or the depositor's remark. Cut-off read from the data, not from the text of the source, unless noted: active = inhibition above about 50%; inactive = the rest.

KOR beta-arrestin-1	HEK293 NOD2/NF-kB	KOR beta-arrestin-2	TNAP activation fold	NOD1 inhibition	PMI inhibitors	LYP inhibition	PMI inhibition	XIAP antagonists	SMILES
-1.6%	-5%	4%	1.1	-41%	0%	2%	-4%	-2.3%	CCCCC(=O)NCCc1ccc(OC)cc1
1.5%	12%	34%	1.1	-4%	12%	-8%	6%	-3.8%	CCOC(=O)c1c(C)[nH]c(C(=O)COC(=O)CN2C(=O)C3CCCCC3C2=O)c1C (stereo not given)
-0.1%	-19%	-30%	/	-5%	/	-3%	/	/	COc1ccc2c(c1OC)C(=O)N(c1cccc(/C=C/C(=O)O)c1)C2
-2.2%	14%	28%	/	-6%	/	3%	/	/	CCc1nnc(NC(=O)c2ccc3c(=O)n4c(nc3c2)CCCCC4)s1
2.6%	12%	-25%	1	-8%	16%	-3%	10%	-9.3%	CC(C)(C)NS(=O)(=O)c1ccc(CCC(=O)N2CCOCC2)cc1
1.5%	-13%	-24%	1	-22%	-33%	2%	-33%	-3.4%	CCOC(=O)CSC1=C(C#N)C(C)C2=C(CCCC2=O)N1 (stereo not given)
1.6%	4%	34%	/	-18%	/	-7%	/	/	Cc1noc(C)c1CSCC(=O)N(C)CC(=O)Nc1ccc(Cl)cc1
1.7%	-26%	23%	1	-63%	-15%	-3%	-9%	-6.8%	CCc1ccc(NC(=O)CSc2ccccn2)cc1
-4.2%	-3%	26%	1.1	-31%	5%	-5%	6%	-6.0%	CC(C)(C)Nc1c([N+](=O)[O-])c(=O)sc2ccccc12
-1.8%	8%	2%	1.1	-2%	10%	-4%	9%	-4.4%	CCOC(=O)CS(=O)(=O)c1ccc(C(F)(F)F)cn1
-5.4%	-2%	-5%	1.1	8%	-2%	-6%	-2%	-10%	Cc1c(S(=O)(=O)N2CCc3ccccc3C2)c(=O)n(C)c(=O)n1C
6.0%	-8%	-34%	1.6	-7%	-9%	-10%	-23%	-7.6%	Cc1cc(C(=O)NNC(=S)NC(=O)/C=C/c2ccccc2Cl)n[nH]1
0.6%	-2%	27%	1.1	-12%	10%	-2%	7%	-3.7%	CCCCC(=O)Nc1ccc2oc(-c3ccncc3)nc2c1
-1.0%	-5%	23%	1.1	-30%	3%	3%	-4%	-4.2%	CCc1ccc(C2NC(=S)NC3=C2C(=O)CC(C)(C)C3)cc1 (stereo not given)
-0.6%	-10%	0%	1.1	24%	2%	-6%	-4%	-8.0%	O=C1Cc2ccccc2C(c2ccc(Br)cc2)N1 (stereo not given)

Exported tab-delimited: part of the list above
smiles	KOR beta-arrestin-1	HEK293 NOD2/NF-kB	KOR beta-arrestin-2	TNAP activation fold	NOD1 inhibition	PMI inhibitors	LYP inhibition	PMI inhibition	XIAP antagonists
Cc1c(S(=O)(=O)N2CCc3ccccc3C2)c(=O)n(C)c(=O)n1C	-5.4%	-2%	-5%	1.1	8%	-2%	-6%	-2%	-10%
CCc1ccc(C2NC(=S)NC3=C2C(=O)CC(C)(C)C3)cc1 (stereo not given)	-1.0%	-5%	23%	1.1	-30%	3%	3%	-4%	-4.2%
CC(C)(C)NS(=O)(=O)c1ccc(CCC(=O)N2CCOCC2)cc1	2.6%	12%	-25%	1	-8%	16%	-3%	10%	-9.3%
COc1ccc2c(c1OC)C(=O)N(c1cccc(/C=C/C(=O)O)c1)C2	-0.1%	-19%	-30%	/	-5%	/	-3%	/	/
CCOC(=O)c1c(C)[nH]c(C(=O)COC(=O)CN2C(=O)C3CCCCC3C2=O)c1C (stereo not given)	1.5%	12%	34%	1.1	-4%	12%	-8%	6%	-3.8%

(continued)
KOR beta-arrestin-1	HEK293 NOD2/NF-kB	KOR beta-arrestin-2	TNAP activation fold	NOD1 inhibition	PMI inhibitors	LYP inhibition	PMI inhibition	XIAP antagonists	SMILES
-3.2%	18%	-25%[20 µM]	/	-11%	/	-13%	/	/	CCC(=O)Nc1ccc2c(c1)N(C(C)=O)c1ccccc1CC2
4.6%&1.1%	-6%&24%	14%&17%	1.1	-3%&10%	11%	-10%&-13%	10%	-0.2%	Cn1ncc2c(NCc3ccccc3)ncnc21
-0.2%	3%	-37%	/	-7%	/	-7%	/	/	CC(C)CCNC(=O)C(=O)Nc1cc2c3c(c1)CC(=O)N3CCC2
0.7%	16%	-42%	1	-1%	-5%	-4%	-9%	-6.4%	Cc1cc(C(=O)NCC(=O)O)c(C)o1
-1.3%	-2%	34%	/	-4%	/	-4%	/	/	Cc1cc(C)c(S(=O)(=O)N2CCCc3ccccc32)c(C)c1
-1.2%	10%	24%	1	-14%	10%	-6%	6%	-0.5%	O=C(Nc1ccc(Br)cc1)C1CCN(C(=O)c2ccc(F)cc2)CC1
25%	3%	10%	0.9	-10%	-20%	0%	-27%	-4.6%	COc1ccc(C2=C(Nc3ccc(F)cc3)c3ccccc3C2=O)cc1
1.4%	8%	8%	/	-8%	/	-4%	/	/	CC(C)(C)n1cnnc1Sc1ncccc1[N+](=O)[O-]
-3.1%	15%	0%	1.2	-20%	39%	7%	16%	-5.1%	CCOc1ccccc1-n1c(=S)sc2c(=O)n(-c3ccc(C)cc3)c(=S)[nH]c21
2.6%	13%	-12%	1	1%	-8%	-4%	-12%	-2.1%	O=[N+]([O-])c1cnccc1Nc1ccc(F)cc1
-2.1%	2%	-19%	1.1	-19%	4%	-2%	2%	-1.2%	CC(=O)Nc1ccc(C(=O)Nc2ccc(S(=O)(=O)N3CCCC3)cc2)cc1
4.0%	-20%	-14%	1.2	-31%	5%	-5%	-10%	0.6%	O=C(/C=C/c1ccccc1Cl)Nn1cnc2ccccc2c1=O
-0.8%	13%	4%	1.1	-50%	0%	0%	3%	-4.2%	CC1CCC2(CC1)NC(=O)N(CC(=O)N1CCc3ccccc3C1)C2=O (stereo not given)
/	18%	-9%[20 µM]	1.1	-17%	18%	-6%	30%	-8.2%	CCc1nnc(NC(=O)CSc2nnc(CNc3ccc(OC)cc3)n2CC)s1
-0.9%	14%	-11%	1	-1%	3%	-6%	4%	-6.7%	CCOC(=O)C1C(=O)NC(N2CCN(Cc3ccccc3)CC2)=NC1c1ccccc1 (stereo not given)

Reformatted with bars between the fields: 2 of the compounds above
Structure | KOR beta-arrestin-1 | HEK293 NOD2/NF-kB | KOR beta-arrestin-2 | TNAP activation fold | NOD1 inhibition | PMI inhibitors | LYP inhibition | PMI inhibition | XIAP antagonists
CC1CCC2(CC1)NC(=O)N(CC(=O)N1CCc3ccccc3C1)C2=O (stereo not given) | -0.8% | 13% | 4% | 1.1 | -50% | 0% | 0% | 3% | -4.2%
CCc1nnc(NC(=O)CSc2nnc(CNc3ccc(OC)cc3)n2CC)s1 | / | 18% | -9%[20 µM] | 1.1 | -17% | 18% | -6% | 30% | -8.2%

Remaining list, next part.
KOR beta-arrestin-1	HEK293 NOD2/NF-kB	KOR beta-arrestin-2	TNAP activation fold	NOD1 inhibition	PMI inhibitors	LYP inhibition	PMI inhibition	XIAP antagonists	SMILES
-5.3%	-22%	-3%	1	-9%	16%	1%	25%	-6.7%	CC(C(=O)N1CCN(c2ccc([N+](=O)[O-])cc2)CC1)N1C(=O)C2CC=CCC2C1=O (stereo not given)
3.5%	12%	3%	1	-1%	-6%	-6%	-3%	-10%	CCCC(=O)NCCc1cc2cc(C)c(C)cc2[nH]c1=O
-4.2%	14%	23%	1.2	-21%	-5%	-4%	32%	-0.4%	CCN(C(=O)COC(=O)CNS(=O)(=O)c1ccccc1)c1ccccc1
3.3%	-14%	-31%	/	-3%	/	-6%	/	/	CC1CN(C(=O)COC(=O)c2ccc(C#N)cc2)CC(C)O1 (stereo not given)
3.0%	-1%	-7%	1.1	-32%	18%	-5%	25%	-1.4%	COc1ccc(OC)c(NC(=O)N2CCCC(CNS(=O)(=O)c3cccs3)C2)c1 (stereo not given)
2.1%	-1%	-10%	1.1	14%	4%	2%	2%	-1.7%	CCSc1nc(N2CCOCC2)c2c(c1C#N)CC(C)(C)N(C)C2
2.1%	1%	-12%	/	-15%	/	-4%	/	/	O=C(NC1CCCC1)C1CCN(S(=O)(=O)c2ccccc2)CC1
-1.6%	15%	-4%	/	-11%	/	-4%	/	/	COc1ccc(C)cc1N(C)C(=O)Cc1c(C(=O)O)n(C)c2ccccc12
8.3%	-3%	-26%	1	19%	8%	-1%	4%	-4.9%	Cc1ccc(OCC(=O)N/N=C2\CCOc3c(C)cccc32)cc1
2.7%	10%	16%	/	-1%	/	-8%	/	/	COC(=O)CCCC1=CC2=CC(=O)C(C)(OC(=O)c3cccs3)C(=O)C2=CN1CCCOC(C)C (stereo not given)
0.4%	-10%	-15%	1	-10%	-9%	-4%	-3%	-1.6%	Cc1ccccc1OCC(=O)Nc1cccc(NC(=O)c2ccco2)c1
-4.1%	8%	-29%	1	22%	9%	-8%	6%	-3.4%	COc1ccc(Cl)cc1NC(=O)CCn1cnc2ccccc2c1=O
-2.2%	6%	3%	/	-3%	/	-3%	/	/	COc1cc2cc(C(=O)N(C)C3CCS(=O)(=O)C3)[nH]c2cc1OC (stereo not given)
-5.5%	4%	7%	1.1	-5%	10%	-4%	4%	-4.2%	O=C(COc1ccccc1)NCC(=O)Nc1ccc(S(=O)(=O)NCc2ccco2)cc1
-0.5%	11%	-1%	/	1%	/	-2%	/	/	CC1CCCCN1C(=O)CSc1nc(C2CC2)nc2ccccc12 (stereo not given)

KOR beta-arrestin-1	HEK293 NOD2/NF-kB	KOR beta-arrestin-2	TNAP activation fold	NOD1 inhibition	PMI inhibitors	LYP inhibition	PMI inhibition	XIAP antagonists	SMILES
-1.6%	-16%	4%	1.6	-30%	0%	3%	-3%	-7.8%	CCCCC(CC)CNC(=O)c1ncn[nH]1 (stereo not given)
1.4%	14%	-36%[20 µM]	1.1	-18%	12%	-6%	8%	-12%	CC(C)(C)C(=O)Nc1cccc(OC(F)(F)C(F)Cl)c1 (stereo not given)
-5.5%	10%	12%	1.2	-19%	10%	-14%	4%	-7.7%	O=C(CCC1CC(=O)Nc2ccccc21)NCc1ccccc1 (stereo not given)
-3.7%	-5%	42%	0.9	-6%	14%	0%	8%	-0.8%	CN(C)c1ccc(/C=N/c2cc(-c3ccccc3)nn2-c2ccccc2)cc1
5.3%	-2%	-2%	/	-30%	/	-7%	/	/	O=C(c1cc(COc2cccc(C(F)(F)F)c2)on1)N1CCSCC1
12%	-42%	-28%	1	27%	10%	4%	11%	-12%	Cc1ccc(C2Oc3ccccc3C3=C2C(c2cccs2)n2ncnc2N3)cc1 (stereo not given)
-0.8%	19%	11%	/	-10%	/	-5%	/	/	CC1CCc2sc(C(=O)OCC(=O)NC(N)=O)cc2C1 (stereo not given)
-5.1%	0%	16%	/	-26%	/	-8%	/	/	O=C(CC1C(=O)NCCN1Cc1cccc(F)c1F)NC1CCCCCC1 (stereo not given)
-4.3%	-18%	-4%	/	-78%	/	-7%	/	/	COc1ccc(OCc2cc(C(=O)NC(C)c3csc(C)n3)no2)c(Cl)c1 (stereo not given)
8.6%	-18%	-22%	1.3	-6%	10%	0%	2%	-5.1%	Cc1cc(OCC(=O)Nc2ccc(S(=O)(=O)NC3=NCCCCC3)cc2)c(C(C)C)cc1Cl
-3.1%	17%	0%	/	8%	/	-6%	/	/	COc1cccc(OCC(=O)NNC(=O)C(=O)Nc2ccc(OC)cc2OC)c1
/	-5%	7%[20 µM]	1	27%	6%	-9%	5%	-6.6%	Cc1[nH]nc(N)c1-c1ccccc1
2.8%	-11%	-33%	1.1	-22%	6%	-1%	6%	-3.7%	O=C(CSc1nccc(=O)[nH]1)N1CCc2ccccc2C1

A portion of the library, so the mix of outcomes need not match the whole.
